Screening results (PubChem BioAssay)
Growth percent in the NCI-60 one-dose screen (48 h, 10 µM unless noted): 100 = growth as untreated, 0 = no growth, -100 = all killed.
OVCAR-8: OVCAR-8 ovarian cancer. actives 4.4% (n = 81,000)
IGROV1: IGROV1 ovarian cancer. actives 4.7% (n = 79,000). AID 1794786
DU-145: DU-145 prostate cancer; actives 4.2% (n = 81,000); AID 1794760
SK-OV-3: SK-OV-3 ovarian cancer cells; actives 3.2% (n = 80,000)
NCI/ADR-RES: NCI/ADR-RES ovarian cells; AID 1794790; actives 4.4% (n = 81,000)
OVCAR-5: OVCAR-5 ovarian cancer; actives 2.9% (n = 82,000)
OVCAR-3: OVCAR-3 ovarian cancer; actives 7% (n = 79,000); AID 1794787
OVCAR-4: OVCAR-4 ovarian cancer cells | actives 3.7% (n = 80,000) | AID 1794784
* = called active by the depositor; / = not tested or not shown; & = joins results of further samples; [ ] = another dose, or the depositor's remark. How the source made its calls: active means growth percent below 10; inactive means the rest.

[1] COc1cc2nc(-c3ccc(Cl)cc3)cc(OCCCNCC3CCCO3)c2cc1OC (stereo not drawn)
[2] COc1ccc(Cc2ccccc2C(=O)O)cc1
[3] O=C(Nc1ccccc1)Nc1cccc(-n2cc(-c3ccncc3)c(-c3ccc(O)c(Cl)c3)n2)c1
[4] O=CNc1c2ccccc2c(NC=O)c2ccccc12
[5] COc1cc(Nc2ccnc(NCCCNc3ccnc4cc(Cl)ccc34)n2)cc(OC)c1
[6] Cn1c(=O)[nH]c(=O)c2nc(/C=C(\O)c3ccc(F)cc3F)c(=O)[nH]c21
[7] COc1ccc(-c2nc3ccccc3c(=O)n2-c2ccc(NS(=O)(=O)C3C(=O)ON=[N+]3c3ccc(C)cc3)cc2)cc1 (stereo not drawn)
[8] CC(=O)OCCN(CCc1ccccc1)CCc1ccccc1
[9] COc1cc(CNC(=O)c2cc(OC)c(OC)c(OC)c2)ccc1O
[10] O=C(O)C(SC(C(=O)O)c1ccccc1)c1ccccc1 (stereo not drawn)
Compound | 1 | 2 | 3 | 4 | 5 | 6 | 7 | 8 | 9 | 10
OVCAR-8 | 42 | 104&110 | 43 | 109 | 3.6* | 103 | 101 | 117 | 98 | 110
IGROV1 | 34 | 98&120 | 90 | 109 | 27 | 90 | 105 | 103 | 107 | 115
DU-145 | 49 | 109&122 | 71 | 122 | 34 | 114 | 117 | 99 | 107 | 104
SK-OV-3 | 88 | 100&117 | 59 | 106 | 15 | 92 | 91 | 105 | 100 | 100
NCI/ADR-RES | 47 | 107&119 | 83 | 103 | 51 | 88 | 109 | 101 | 102 | 106
OVCAR-5 | 50 | 91&112 | 91 | 100 | 45 | 104 | 108 | 100 | 102 | 106
OVCAR-3 | 88 | 109&111 | 74 | 119 | -58* | 104 | 108 | 98 | 102 | 114
OVCAR-4 | 79 | 107&109 | 73 | 105 | 2.3* | 95 | 102 | 123 | 98 | 102

[11] Cc1n[nH]c(=S)n1N
[12] CNC(=O)c1cc(Oc2cccc3nc(Nc4ccc(Oc5ccccc5)cc4)ccc23)ccn1
[13] CCOC(=O)c1[nH]c(=O)c2c(C)nc(-c3ccccc3)cc2c1O
[14] O=C1NC(=O)C(c2ccc(Cl)cc2)=C1Nc1ccc(C(=O)Nc2ccc(Cl)cc2)cc1
[15] OCC(O)C(Cl)CCl (stereo not drawn)
[16] CCCCCCCCCCCCCCCCCC(=O)OCC1OC(n2cnc3c(=S)nc[nH]c32)C(OC(=O)CCCCCCCCCCCCCCCCC)C1OC(=O)CCCCCCCCCCCCCCCCC (stereo not drawn)
[17] CC(C)[P+](c1ccccc1)(c1ccccc1)c1ccccc1
[18] CSc1ccccc1Nc1nc(N)nc(C(Cl)Cl)n1
[19] COc1ccc(/C=C/C(=N)/C=C2/C(=O)Nc3cc(Br)ccc32)cc1
[20] NS(=O)(=O)c1ccc(Nc2nc(N/N=C/c3c[nH]c4ccccc34)nc(Nc3ccccc3)n2)cc1
Compound | 11 | 12 | 13 | 14 | 15 | 16 | 17 | 18 | 19 | 20
OVCAR-8 | 104 | 76 | 109 | 76[3.75 µM] | 100 | 102 | 57 | 104 | 104[2.05 µM] | 38
IGROV1 | 99 | 92 | 1.4* | 68[3.75 µM] | 100 | / | 73 | 103 | 81[2.05 µM] | 34
DU-145 | 110 | 83 | 112 | 77[3.75 µM] | 108 | 124 | 75 | 108 | 111[2.05 µM] | 43
SK-OV-3 | 104 | 87 | 108 | 63[3.75 µM] | 104 | 100 | 66 | 103 | 91[2.05 µM] | 91
NCI/ADR-RES | 100 | 73 | 103 | 71[3.75 µM] | 98 | 97 | 111 | 111 | 106[2.05 µM] | 94
OVCAR-5 | 104 | 83 | 106 | 86[3.75 µM] | 94 | 94 | 78 | 97 | 105[2.05 µM] | 88
OVCAR-3 | 109 | 73 | 105 | 77[3.75 µM] | 109 | 123 | 39 | 115 | 98[2.05 µM] | 27
OVCAR-4 | 114 | 52 | 117 | 79[3.75 µM] | 99 | 115 | 49 | 100 | 87[2.05 µM] | 60

[21] Nc1cc(S(N)(=O)=O)ccc1O
[22] S=c1nc(-c2ccccc2)cc(-c2cc3ccccc3nc2Cl)[nH]1
[23] Cc1c(C(=O)/C=C/Nc2ccccc2C(=O)O)sc2nc3ccccc3n12
[24] CCN(CC)CCOC(=O)c1ccc(NC(=O)COc2ccc3ccccc3c2)cc1
[25] O=C1CSC(c2ccccc2)Nc2n[nH]c(-c3ccccc3)c21 (stereo not drawn)
[26] O=C(CCN1C(=O)/C(=C/c2ccc(O)cc2)SC1=S)Nc1ccc(O)cc1
[27] O=C(N[C@H]1C(O)[C@H](O)C(CO)O[C@H]1O)NS(=O)(=O)c1ccc(Br)cc1 (stereo partly drawn)
[28] CN(C)c1ccc(C(=O)Nc2nc3c(F)c(F)c(F)c(F)c3s2)cc1
[29] CC(C)(O)CN(C(=O)c1ccc([N+](=O)[O-])cc1)C1CCCC1
[30] N=C1SCc2ccc3ccccc3c21
Compound | 21 | 22 | 23 | 24 | 25 | 26 | 27 | 28 | 29 | 30
OVCAR-8 | / | 76 | 111 | 92 | / | 97 | 114 | 103 | 107 | 97
IGROV1 | / | 83 | 113 | 69 | 102 | 85 | 105 | 99 | 117 | 72
DU-145 | 136 | 91 | 110 | 109 | 127 | 105 | 113 | 100 | 109 | 114
SK-OV-3 | 117 | 75 | 116 | 102 | 108 | 82 | 108 | 121 | 102 | 82
NCI/ADR-RES | 112 | 49 | 115 | 94 | 98 | 96 | 114 | 106 | 104 | 105
OVCAR-5 | 125 | 110 | 102 | 84 | 100 | 106 | 105 | 97 | 97 | 96
OVCAR-3 | 137 | 77 | 111 | 91 | 115 | 99 | 111 | 99 | 113 | 105
OVCAR-4 | 109 | 92 | 118 | 89 | 97 | 84 | 109 | 96 | 98 | 94

[31] O=C(NCc1ccccc1)C(c1ccc(OCCBr)cc1)N(C(=O)CCc1ccccc1)C1CC1 (stereo not drawn)
[32] O=C1OCC2=C1C(c1cccc(C(F)(F)F)c1)c1cc3c(cc1N2CCO)OCO3 (stereo not drawn)
[33] CCCCOc1nc2ccc(C)cc2cc1/C=C/c1cc(/C=C/c2cc3cc(C)ccc3nc2OCCCC)n(-c2ccccc2)n1
[34] Cn1c(S)c(N=Nc2ccc(O)cc2)sc1=S
[35] Cc1ccc(/C(N)=N/C(N)=N/c2nc3ccccc3s2)cc1
[36] FC(F)(F)c1nn(-c2ccccc2)c2c1-c1cc(Cl)ccc1CO2
[37] O=C1O/C(=C\c2nc3ccccc3s2)c2ccccc21
[38] Cc1ncc(-c2cc3ccccc3o2)c(NC2CCCCCC2)n1
[39] CCS(=O)(=O)NC(CO)C(=O)O (stereo not drawn)
[40] Cc1ccccc1C(=O)c1ccccc1C
Compound | 31 | 32 | 33 | 34 | 35 | 36 | 37 | 38 | 39 | 40
OVCAR-8 | 87 | 23 | 100 | 101 | 79 | 104 | 100 | 100 | 96 | 106
IGROV1 | 82 | 37 | 98 | 101 | 67 | 103 | / | 104 | 103 | 83
DU-145 | 104 | 11 | 107 | 109 | 97 | 105 | 151 | 110 | 104 | 101
SK-OV-3 | 100 | 28 | 92 | 110 | 134 | 105 | 97 | 92 | 108 | 111
NCI/ADR-RES | 87 | 25 | 104 | 103 | 31 | 106 | 106 | 92 | 106 | 95
OVCAR-5 | 106 | 55 | 104 | 102 | 111 | 99 | 112 | 107 | 99 | 91
OVCAR-3 | 102 | -5.0* | 106 | 110 | 106 | 110 | 125 | 101 | 88 | 104
OVCAR-4 | 86 | 58 | 110 | 99 | 105 | 100 | 100 | 100 | 104 | 104

Ordered by SMILES length (smallest number first): part of the list above
[30] N=C1SCc2ccc3ccccc3c21
[40] Cc1ccccc1C(=O)c1ccccc1C
[34] Cn1c(S)c(N=Nc2ccc(O)cc2)sc1=S
[37] O=C1O/C(=C\c2nc3ccccc3s2)c2ccccc21
[38] Cc1ncc(-c2cc3ccccc3o2)c(NC2CCCCCC2)n1
[35] Cc1ccc(/C(N)=N/C(N)=N/c2nc3ccccc3s2)cc1
[25] O=C1CSC(c2ccccc2)Nc2n[nH]c(-c3ccccc3)c21 (stereo not drawn)
[36] FC(F)(F)c1nn(-c2ccccc2)c2c1-c1cc(Cl)ccc1CO2
[23] Cc1c(C(=O)/C=C/Nc2ccccc2C(=O)O)sc2nc3ccccc3n12
[24] CCN(CC)CCOC(=O)c1ccc(NC(=O)COc2ccc3ccccc3c2)cc1
[26] O=C(CCN1C(=O)/C(=C/c2ccc(O)cc2)SC1=S)Nc1ccc(O)cc1
[32] O=C1OCC2=C1C(c1cccc(C(F)(F)F)c1)c1cc3c(cc1N2CCO)OCO3 (stereo not drawn)
Compound | 30 | 40 | 34 | 37 | 38 | 35 | 25 | 36 | 23 | 24 | 26 | 32
OVCAR-8 | 97 | 106 | 101 | 100 | 100 | 79 | / | 104 | 111 | 92 | 97 | 23
IGROV1 | 72 | 83 | 101 | / | 104 | 67 | 102 | 103 | 113 | 69 | 85 | 37
DU-145 | 114 | 101 | 109 | 151 | 110 | 97 | 127 | 105 | 110 | 109 | 105 | 11
SK-OV-3 | 82 | 111 | 110 | 97 | 92 | 134 | 108 | 105 | 116 | 102 | 82 | 28
NCI/ADR-RES | 105 | 95 | 103 | 106 | 92 | 31 | 98 | 106 | 115 | 94 | 96 | 25
OVCAR-5 | 96 | 91 | 102 | 112 | 107 | 111 | 100 | 99 | 102 | 84 | 106 | 55
OVCAR-3 | 105 | 104 | 110 | 125 | 101 | 106 | 115 | 110 | 111 | 91 | 99 | -5.0*
OVCAR-4 | 94 | 104 | 99 | 100 | 100 | 105 | 97 | 100 | 118 | 89 | 84 | 58

[31] O=C(NCc1ccccc1)C(c1ccc(OCCBr)cc1)N(C(=O)CCc1ccccc1)C1CC1 (stereo not drawn)
[27] O=C(N[C@H]1C(O)[C@H](O)C(CO)O[C@H]1O)NS(=O)(=O)c1ccc(Br)cc1 (stereo partly drawn)
[33] CCCCOc1nc2ccc(C)cc2cc1/C=C/c1cc(/C=C/c2cc3cc(C)ccc3nc2OCCCC)n(-c2ccccc2)n1
Compound | 31 | 27 | 33
OVCAR-8 | 87 | 114 | 100
IGROV1 | 82 | 105 | 98
DU-145 | 104 | 113 | 107
SK-OV-3 | 100 | 108 | 92
NCI/ADR-RES | 87 | 114 | 104
OVCAR-5 | 106 | 105 | 104
OVCAR-3 | 102 | 111 | 106
OVCAR-4 | 86 | 109 | 110

Other records:
[41] COc1ccc(C2C(C#N)=C(N)Oc3c2c(C)nn3-c2ccc(Cl)cc2)cc1 (stereo not drawn)
[42] CC1=CCC(OC(=O)C(C)(O)CCC(O)(C(=O)OC2(C(C)C)CCC3(C)C(C2)[O+]3c2ccc(C(C)C)cc2)C(C)C)(C(C)C)CC1 (stereo not drawn)
[43] Cc1ccc(Nc2nc(N)nc(N)c2N=O)cc1C
[44] Nc1nc2ccccc2c2c(=O)c3cc(Cl)ccc3sc12
[45] N#CC1=C(N)Oc2c(ccc3ccccc23)C1c1ccccc1 (stereo not drawn)
[46] CCOC(=O)c1cc2ccccc2oc1=O
[47] COc1c(-c2c3sc(=O)[nH]c3nc3c2c(=O)[nH]n3C(C)C)cc2c(c1OC)OCO2
[48] NC(Cc1ccc(O)c(O)c1)C(=O)O (stereo not drawn)
[49] C=CCc1cc(C)ccc1NC(C(=O)NCC(=O)OC)c1ccccc1 (stereo not drawn)
[50] COc1ccc(-c2cc(C(=O)N3CCN(C(=O)c4ccccc4NCc4ccco4)CC3)nc3cc(-c4ccccc4)nn23)cc1
Compound | 41 | 42 | 43 | 44 | 45 | 46 | 47 | 48 | 49 | 50
OVCAR-8 | 99 | 98 | 90 | 99 | 7.3* | / | 99 | 107 | 100 | 105
IGROV1 | 98 | 111 | 74 | 90 | 27 | / | 102 | 101 | / | 103
DU-145 | 110 | 105 | 90 | 15 | 13 | 103 | 108 | 110 | 112 | 112
SK-OV-3 | 99 | / | 101 | 80 | 13 | 92 | 99 | 105 | 91 | 104
NCI/ADR-RES | 101 | 91 | 101 | 108 | 2.6* | 111 | 100 | 101 | 93 | 101
OVCAR-5 | 100 | 103 | 87 | 98 | 34 | 99 | 97 | 102 | 87 | 117
OVCAR-3 | 113 | 108 | 89 | -23* | -2.3* | 105 | 113 | 109 | 105 | 113
OVCAR-4 | 110 | 106 | 97 | 88 | 50 | 98 | 107 | 98 | 105 | 108

[51] O=S(=O)(Nc1ccccc1)c1ccc(C2CC3(Cl)C(Cl)=C(Cl)C2(Cl)C3(Cl)Cl)cc1 (stereo not drawn)
[52] CC(=O)c1ccc(-c2ccc([N+](=O)[O-])cc2)cc1
[53] Cc1cc(Cl)cc(C)c1O
[54] COc1ccc(-c2nc(SCC(C)C)nc(N3CCN(C)CC3)c2C#N)cc1
[55] COc1ccc(-c2nc(C#N)c(NCC(c3ccc(Cl)cc3)N3CCCCC3)o2)cc1 (stereo not drawn)
[56] C=C1C(=O)O[C@H]2[C@H]1CC/C(COC(=O)NCc1[nH]nc3ccccc13)=C\CC[C@@]1(C)O[C@@H]21
[57] O=C1C=CC(=O)N1Cc1cccnc1
[58] O=C(CSc1ccc(-c2nc3ccccc3[nH]2)cn1)N1CCN(c2ccccc2F)CC1
[59] CC/C(=C(\c1ccc(OCCN2CCCCCC2)cc1)c1ccc(OC(=O)Cc2ccccc2)cc1)c1ccc(Cl)cc1
Compound | 51 | 52 | 53 | 54 | 55 | 56 | 57 | 58 | 59
OVCAR-8 | 56 | 106 | 104 | 86 | 101 | 35 | 105 | 37 | 99
IGROV1 | 55 | 103 | 104 | 95 | 86 | -21* | 117 | 81 | 100
DU-145 | 66 | 100 | 109 | 100 | 94 | 12 | 118 | 91 | 96
SK-OV-3 | 76 | 117 | 112 | 90 | 109 | 76 | 113 | 95 | 107
NCI/ADR-RES | 24 | 99 | 113 | 92 | 87 | 86 | 109 | 29 | 102
OVCAR-5 | 60 | 105 | 101 | 85 | 96 | 59 | 104 | 107 | 95
OVCAR-3 | 26 | 112 | 103 | 95 | 95 | 5.4* | 115 | 51 | 100
OVCAR-4 | 44 | 119 | 107 | 88 | 87 | 68 | 101 | 24 | 108
